# From PubChem
# PP5 inh: inhibitors of human protein phosphatase 5 (PP5); 320,000 compounds, 0.18% hits; purified PP5c, OMFP substrate fluorescence; P53041; inhibition, % at 6.7 µM; AID 1987;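 active means inhibition above the campaign's mean inhibition across all tested compounds plus 3 SD, cut at about 9.5% in these data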;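 further: 0% = DMSO only and 100% = 100 µM cantharidin control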
# CTSL1 counter: blocks F. hepatica cathepsin L1 in PFM18AAP counter-screen. recombinant F. hepatica cathepsin L1, Z-Leu-Arg-MCA fluorescence. inhibition, % at 5.96 µM. 300,000 compounds, 0.49% hits. AID 1906;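 active means inhibition above the mean of all tested compounds plus 3 SD, set per screening campaign, cut at about 17% in these data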;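 further: 0% = plate median of test compound wells and 100% = 1 µM Z-Phe-Ala-diazomethylketone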
# PAFAH2 FP inh: inhibitors of human PAFAH2 | Q99487 | recombinant PAFAH2, FP-rhodamine activity probe, fluorescence polarization | inhibition, % at 3.39 µM | 340,000 compounds, 0.99% hits;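 active means inhibition above the mean over all tested compounds plus 3 SD, cut at about 30% in these data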;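 further: inhibitors block probe labeling of enzyme so polarization drops; 0% = enzyme with DMSO and 100% = wells lacking PAFAH2 protein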
# TPT1 inhibitor: blocks Candida albicans tRNA 2'-phosphotransferase. 300,000 compounds, 0.81% hits. inhibition, % at 5 µM. recombinant caTPT1, FP RNA substrate dephosphorylation;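 active means inhibition above the mean of all tested compounds plus 3 SD, set per screening campaign, cut at about 24% in these data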;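 further: plate controls were DMSO alone for no effect and ferristatin control at 100 nM for full effect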
# proCasp7 act: counter-screen for procaspase-3 activators: activators of human procaspase-7; 330,000 compounds, 0.093% hits; recombinant procaspase-7, Ac-DEVD-pNA absorbance 405 nm; D23A/D198A/D206A triple mutant, cannot self-cleave; scale: DMSO 0, 5 µM enzyme 100; activation, % at 8.5 µM;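 active means percent activation above the screen-wide mean plus 3 SD, cut at about 25% in these data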
#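 Assay system – Uncleavable procaspase-7 mutant enzyme · Quantity – 2 µM procaspase-7 mutant as dispensed · Times – 1 h preincubation, 2 h reaction · Dosing – single nominal 8.5 µM compound dose, 0.8% DMSO final · Buffer or medium – Zinc-free 50 mM HEPES buffer, pH 7.4, with NaCl and Triton X-100 · Detection – Epi-absorbance of released pNA at 405 nm, two timepoints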
# PP1 inh: blocks human PP1-alpha phosphatase, a PP5 counter-screen | inhibition, % at 6.7 µM | 320,000 compounds, 0.9% hits | purified PP1alpha, OMFP fluorescence | P62136;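 active means inhibition above the mean inhibition of all tested compounds plus 3 SD, computed separately for each screening campaign, cut at about 15% in these data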
# AHR act: activators of human aryl hydrocarbon receptor | P35869 | AHR-responsive luciferase reporter cells, luminescence | activation, % at 5 µM | 320,000 compounds, 2.5% hits; in the data active means activation above about 47%;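 further: 0% = vehicle wells and 100% = reference agonist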
# Target sequence (P35869 whole entry, looked up): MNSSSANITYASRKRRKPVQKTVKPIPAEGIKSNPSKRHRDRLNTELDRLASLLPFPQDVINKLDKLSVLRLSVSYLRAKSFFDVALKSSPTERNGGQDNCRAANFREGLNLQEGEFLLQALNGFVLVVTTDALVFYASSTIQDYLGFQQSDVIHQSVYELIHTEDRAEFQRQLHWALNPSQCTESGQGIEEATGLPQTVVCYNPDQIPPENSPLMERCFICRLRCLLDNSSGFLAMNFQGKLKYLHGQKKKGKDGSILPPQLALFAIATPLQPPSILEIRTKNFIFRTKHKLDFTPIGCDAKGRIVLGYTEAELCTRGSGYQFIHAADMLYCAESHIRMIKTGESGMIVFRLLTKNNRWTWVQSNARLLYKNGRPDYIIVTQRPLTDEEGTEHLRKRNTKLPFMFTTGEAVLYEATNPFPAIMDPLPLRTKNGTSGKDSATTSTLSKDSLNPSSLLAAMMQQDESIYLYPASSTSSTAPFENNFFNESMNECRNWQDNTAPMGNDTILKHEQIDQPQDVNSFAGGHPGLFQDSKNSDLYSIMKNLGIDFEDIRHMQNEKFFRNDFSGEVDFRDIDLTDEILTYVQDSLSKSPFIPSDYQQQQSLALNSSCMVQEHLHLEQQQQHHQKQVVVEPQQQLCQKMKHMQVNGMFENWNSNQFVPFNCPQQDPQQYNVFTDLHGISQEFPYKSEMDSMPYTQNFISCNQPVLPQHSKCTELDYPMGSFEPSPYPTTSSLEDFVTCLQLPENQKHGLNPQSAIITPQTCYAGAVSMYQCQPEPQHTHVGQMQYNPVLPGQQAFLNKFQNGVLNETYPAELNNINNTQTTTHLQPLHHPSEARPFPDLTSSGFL
# HCV core dimer: HCV core protein dimerization inhibition. AID 1899. TR-FRET GST/Flag-core106 dimerization, 1536-well. 300,000 compounds, 0.33% hits. inhibition, % at 5 µM;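 active means inhibition above the mean of all tested compounds plus 3 SD, set per screening campaign, cut at about 45% in these data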
#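 System: GST-tagged and Flag-tagged HCV core protein residues 1-106 / Input: core106 proteins, GST 13.5 nM and Flag 17 nM / Buffer or medium: KF-containing HEPES buffer, pH 7.45, DTT, CHAPS, BSA / Probe or stimulus: Eu-anti-GST and XL665-anti-Flag labelled anti-tag antibodies / Schedule: 4 h, 22.5 °C incubation / Technique: TR-FRET 671 and 617 nm emission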
# procasp3 activ: procaspase-3 (human) activation. P42574. recombinant procaspase-3 D3A, Ac-DEVD-pNA absorbance 405 nm. activation, % at 8.5 µM. 330,000 compounds, 0.11% hits. AID 463141;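 active means activation above the mean of all tested compounds plus 3 SD, cut at about 21% in these data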;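 further: 0% = DMSO alone and 100% = DMSO wells spiked with extra 5 µM PC-3 D3A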
#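 Assay system: Procaspase-3 D3A mutant, all three cleavage aspartates alanine. Buffer or medium: Zinc-free HEPES saline buffer with Triton X-100. Times: 1 h compound preincubation, 2 h substrate hydrolysis at 25 °C. Measured by: 405 nm absorbance of p-nitroaniline, reads at 0 and 120 min. Read-out basis: percent activation relative to control range. Replicates: singlicate.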
# An asterisk follows results filed as active; · = not tested or not shown.
SMILES,PP5 inh,CTSL1 counter,PAFAH2 FP inh,TPT1 inhibitor,proCasp7 act,PP1 inh,AHR act,HCV core dimer,procasp3 activ
COc1ccc(C(=O)c2c(-c3cccc(C)c3)oc3ccc(N4CCOCC4)cc23)cn1,1.9,1,4,-5,-12,-6,25,-58,-5
O=C(c1ccc(CSc2nc3ccncc3[nH]2)cc1)N1CCCCCC1,-2.0,0,-6,-1,7,-4,-1,4,7
COc1ccc(CC(=O)N2CC(C)CC(C)C2)cc1OC (stereo not drawn),0.5,1,7,3,8,-2,2,-3,5
CC(CN1CCOCC1)OC(=O)c1ccc(C(C)(C)C)cc1 (stereo not drawn),2.6,4,2,-3,-8,-2,1,-2,-8
S=C(Nc1ccccc1)N1CCCCC1,-1.2,0,1,-4,0,-3,0,3,-3
Cc1ccc(C(=O)Nc2ccc3c(c2)OCO3)cc1S(=O)(=O)N1CCOCC1,3.0,1,4,-2,7,-3,33,5,7
O=C(c1ccc(CS(=O)(=O)c2ccc(Br)cc2)o1)N1CCN(c2ccccn2)CC1,0.6,-1,1,2,7,-4,17,4,3
Cc1cc(C)n2nc(C(=O)OCC(=O)c3ccccc3Cl)nc2n1,1.4,·,-2,·,4,-2,0,·,1
COc1ccc(OCCOC(=O)C(C)NS(=O)(=O)c2ccc(NC(C)=O)cc2)cc1 (stereo not drawn),1.1,·,1,·,1,-3,0,·,0
COc1ccc(S(=O)(=O)N2Cc3ccccc3CC2C(=O)Nc2ccc(O)cc2)cc1OC (stereo not drawn),-0.8,0,5,0,3,-2,4,0,1
COc1ccc(OC)c(CNC(=O)C2CCN(S(=O)(=O)N3CCCC3)CC2)c1,1.6,1,0,0,3,-2,0,3,-7
O=C(CNC(=O)c1ccc(Cl)c([N+](=O)[O-])c1)NCC1CCCO1 (stereo not drawn),-0.8,0,-7,-2,8,1,0,25,-2
CCN(CC)c1ccc(N=Cc2ccc([N+](=O)[O-])o2)cc1,4.1,-2,9,9,-30,9,12,21,-20
CC(C)Oc1ccc(C(CC(=O)N(C)CCC#N)c2ccc(F)cc2)cc1 (stereo not drawn),3.6,-1,2,-1,-3,0,7,0,-3
Cc1ccsc1C(=O)NNC(=O)c1csc(N2CCOCC2)n1,0.8,-1,8,-1,1,-7,4,2,5
CCCCOC(=O)Nc1nnc(Cc2ccc(Cl)cc2)s1,-0.9,8,1,0,0,1,8,3,-5
CC(NC(=O)C1(c2cccs2)CCOCC1)c1ccccc1 (stereo not drawn),-1.7,4,4,1,2,-4,-4,3,5
Fc1ccccc1-c1nc(-c2ccccc2)no1,3.4,6,-1,1,4,-3,93*,-2,4
CC(=O)NCC(=O)N(C)C(C(=O)Nc1ccc2c(c1)OCCO2)c1ccc(C)cc1 (stereo not drawn),-1.6,-2,5,0,-1,0,1,-3,2
CNC(=O)C(=O)NCCc1ccc(Cl)cc1,-1.0,2,-1,0,0,1,-5,-8,-8
CCOC(=O)CSc1ccc2nnc(CCNS(=O)(=O)c3ccccc3)n2n1,-0.7,-5,6,1,-1,-3,4,-1,2
CC(=O)c1ccccc1NC(=O)COC(=O)CSCC(=O)Nc1cc(C)on1,-0.2,-15,-1,0,-1,-5,5,5,-3
O=C(CSC1=Nc2ccccc2C2=NC(CC(=O)NCc3ccco3)C(=O)N12)NCC1CCCO1 (stereo not drawn),1.7,1,2,-2,7,2,5,-3,11
CCOC(=O)c1sc(=S)n(C)c1NC(=O)c1ccccc1,0.5,-3,16,6,-10,0,-1,-3,-13
CC(C)CCN1CCN(Cc2cccc3nonc23)CC1CCO (stereo not drawn),3.0,2,0,-6,-1,-1,4,-9,-3
CC(=O)NC(Cc1c[nH]c2ccccc12)C(=O)OCC(=O)N1CCCCCC1 (stereo not drawn),-2.3,-2,8,2,0,-3,1,-1,-5
COc1ccc(Cc2[nH]n3c(=O)c(Cl)c(C)nc3c2-c2ccccc2)cc1,3.2,3,16,-7,5,0,0,9,-3
C=CCC[C@@H](Cc1ccc(F)cc1)C(=O)OCCNC(=O)[C@H](CC=C)CC(=O)NCCO,·,·,5,·,17,·,-1,·,4
CCOC(=O)c1cc(-c2ccccc2)n(CC(=O)Nc2cccc(OC)c2)c1C,-1.8,-1,1,-4,9,-1,-1,1,6
OCc1ccccc1OCCOc1ccc(Cl)c2cccnc12,-2.1,1,2,-4,-2,-3,10,2,-1

# Profiles, looked up by structure:
# CCOC(=O)c1cc(-c2ccccc2)n(CC(=O)Nc2cccc(OC)c2)c1C as listed: PP5 inh = -1.8; CTSL1 counter = -1; PAFAH2 FP inh = 1; TPT1 inhibitor = -4; proCasp7 act = 9; PP1 inh = -1; AHR act = -1; HCV core dimer = 1; procasp3 activ = 6
# Fc1ccccc1-c1nc(-c2ccccc2)no1 as listed: PP5 inh = 3.4; CTSL1 counter = 6; PAFAH2 FP inh = -1; TPT1 inhibitor = 1; proCasp7 act = 4; PP1 inh = -3; AHR act = 93*; HCV core dimer = -2; procasp3 activ = 4
# CC(=O)c1ccccc1NC(=O)COC(=O)CSCC(=O)Nc1cc(C)on1 as listed: PP5 inh = -0.2; CTSL1 counter = -15; PAFAH2 FP inh = -1; TPT1 inhibitor = 0; proCasp7 act = -1; PP1 inh = -5; AHR act = 5; HCV core dimer = 5; procasp3 activ = -3

# (cont.)
SMILES,PP5 inh,CTSL1 counter,PAFAH2 FP inh,TPT1 inhibitor,proCasp7 act,PP1 inh,AHR act,HCV core dimer,procasp3 activ
COc1ccc(N=NC2C(=O)N(c3ccccc3)N=C2C)cc1 (stereo not drawn),4.0,-8,-4,0,-6,1,51*,-4,-12
COc1cccc(Nc2c(Nc3cccc(OC)c3)c(=O)c2=O)c1,0.3,5,-3,-1,-8,0,7,0,-1
CCOC(=O)C1(CCc2ccccc2)CCN(Cc2cnc(N(C)C)s2)CC1,-1.4,1,-41,-3,-4,0,2,0,-7
O=C1NC(CCc2ccccc2)C(=O)N1CCOc1ccccc1 (stereo not drawn),0.4,-5,10,0,-4,2,2,3,1
O=C(Nc1ccccc1)Nc1nnc(-c2cccs2)s1,3.5,0,6,-1,1,0,115*,-7,7
Cc1ccc(-c2csc3ncnc(NS(=O)(=O)c4ccc(Cl)cc4)c23)cc1,-0.3,1,0,0,3,0,1,13,5
COc1ccccc1OCCN1CSC(=S)N(C)C1,0.0,0,-10,-2,-1,2,23,1,2
COc1ccc(/C=C2\Oc3cc(OCC(=O)N4CCC[C@H]4CO)ccc3C2=O)c(OC)c1,-0.9,1,11,65*,-13,-2,0,-4,-5
CSc1nc(Cl)cc(N2CCOCC2)n1,0.8,-1,3,0,-1,-1,0,-2,13
CC(=O)c1ccc(-c2ccc([C@H]3[C@H]4C=CC[C@@H](C)[C@@H]4C(=O)N3Cc3ccccc3)c(F)c2)cc1,3.4,0,-7,1,1,15,1,23,12
CCOc1ccc(N(CC(=O)NCCc2ccc(C)cc2)S(=O)(=O)c2c(C)noc2C)cc1,4.4,2,-3,1,-15,1,4,3,7
CCOC(=O)c1cc(CC)sc1NC(=O)C1CC1,2.4,-1,-4,-1,2,1,2,4,-1
COc1ccc(C(=O)N2CCNC(=O)C2CC(=O)Nc2cccc(Cl)c2Cl)cc1 (stereo not drawn),0.7,3,3,-4,-14,-1,-1,-18,5
COc1cccc(NC(=O)CSc2nc3c(c(-c4ccco4)c2C#N)CCCC3)c1,0.1,-2,-6,0,7,1,2,12,3
COc1ccc(/C=N/Nc2nc(-c3ccc(Cl)cc3)cc(C(F)(F)F)n2)c(OC)c1,1.0,2,-7,-1,3,1,11,0,4
COc1cc(/C=N/NC(=O)C2COc3ccccc3O2)ccc1O (stereo not drawn),2.1,1,-2,0,7,2,9,-5,4
Fc1ccc(N2CCN(Cc3cnc(N4CCOCC4)s3)CC2)cc1,1.7,-4,-2,-3,-4,1,-1,-13,6
Brc1ccccc1-c1nnc2sc(-c3ccc4c(c3)OCCO4)nn12,2.6,-2,-1,5,0,6,7,12,6
COC(=O)c1[nH]c2cc(OC)c(OC)cc2c1/C=N/Nc1ccccc1,5.0,1,7,3,0,-3,24,-34,4
Cc1cccc(C)c1NC(=O)C(C)N1CCCC1 (stereo not drawn),3.1,2,1,-8,-1,4,0,-10,6
Cc1cccc(NC(=O)CCC(=O)N/N=C/c2ccco2)c1C,-1.6,0,4,0,14,-3,2,-1,-2
CCOC(=O)c1nnn(CC(=O)N2N=C(c3cc(C)ccc3C)CC2c2ccc(OC)cc2)c1C(=O)OCC (stereo not drawn),0.4,3,4,2,1,4,2,22,-1
COc1ccccc1NS(=O)(=O)c1ccc2oc(=S)[nH]c2c1,0.5,-39,-3,-4,-25,-2,13,-3,-1
CC(OC(=O)Cn1cnc2ccccc2c1=O)C(=O)NCc1ccccc1 (stereo not drawn),0.2,-6,1,-2,3,-1,1,1,3
COc1ccc(CNC(=O)COC(=O)CCCOc2ccc(Cl)cc2Cl)cc1,2.6,-11,1,2,4,2,-4,-8,-11
C=CCC[C@H](Cc1ccc(F)cc1)C(=O)OC[C@@H](Cc1c[nH]c2ccccc12)NC(=O)[C@H](CC=C)CC(=O)N[C@H](CO)Cc1ccccc1,·,·,3,·,12,·,1,·,4
COc1ccc(N(CC(=O)Nc2cccc(N(C)S(C)(=O)=O)c2)S(=O)(=O)c2ccccc2)cc1Cl,4.4,3,-2,0,8,0,8,4,-3
CC1CC(Nc2ccccc2)c2ccccc2N1C(=O)c1cccnc1 (stereo not drawn),1.1,3,9,2,-15,-4,1,-17,12
CNc1nc(-c2ccc(Cl)cc2)cs1,3.8,1,10,3,-1,1,-1,-3,-6
O=C(c1cc(Cl)ccc1Cl)N1CCOCC1,1.6,-2,3,-1,-4,1,-1,-14,6
CCCn1nnc(NC(=S)NC(=O)Cc2ccccc2)n1,0.7,-4,7,-2,-6,-8,2,0,-5
COC(=O)c1ccccc1S(=O)(=O)N1CCC(C(=O)OCC(=O)c2ccccc2OC)CC1,3.6,-3,5,1,6,-2,-1,6,-10
COc1nc2c(s1)C(=O)NCCC2,-2.7,-2,6,3,-3,-4,-2,-4,7
CC(C(=O)Nc1cc([N+](=O)[O-])ccc1Cl)N1CCN(c2ccccc2O)CC1 (stereo not drawn),0.0,1,2,2,6,-2,2,18,2
COc1ccc(-n2nnc3c(=O)n(CC(=O)N4CCCC4)cnc32)cc1,-1.4,-2,0,-3,8,-2,2,1,4
CC1C(C#N)=C(N)OC2=C1C(=O)CC(c1ccccc1)C2 (stereo not drawn),-0.1,2,-5,-1,7,-1,7,-3,1
CCCCNC(=O)CNC(=S)N(CCCN1CCOCC1)Cc1cccs1,1.3,-5,-1,0,4,0,-1,-4,-8
CCN(C(=O)COC(=O)CNC(=O)c1ccc(C)cc1)c1c(N)n(Cc2ccccc2)c(=O)[nH]c1=O,0.9,·,5,·,1,-5,-1,·,0
